Bioassay records as filed in PubChem BioAssay.
Insulin prom up = MIN6 insulin promoter up-regulation; 0.3% of 190,000 active; z-score at 5 µM; AID 1625; MIN6 insulin promoter-GFP reporter, high-content imaging; stronger effect = higher value;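 active means z-score above 3 at 5 µM with at least 500 cells counted in the well; inconclusive means wells under 500 cells, flagged as cytotoxic or low count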
MT stabilize HCS = stabilizes microtubules in HeLa cells; HeLa tubulin immunostaining HCS, 24 h; share of cells brighter than vehicle mean+2SD; % tubulin-high responders, % at 10 µM; 0.83% of 200,000 active; AID 2205;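 active means plate Z-score above 3 for both tubulin-high and condensed-nucleus cell shares, with cell loss under 80%, at 10 µM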;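 further: anti alpha tubulin signal scored within the nucleus-defined area of each cell; some results filed as inactive read as strong as hits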
Dynein cargo inh = blocks dynein driven cargo transport along microtubules | 3617.4 mouse cells, GR-EGFP nuclear translocation imaging; test concentration mostly 20 µM; stimulated with dexamethasone, 1 µM; stronger effect = lower value | z-score, hits read low | 0.47% of 220,000 active;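 active means plate z-score of nuclear minus cytoplasmic receptor signal below a set negative limit, without overly bright fluorescence or cell loss, cut at about -3.5 in these data, passing the limit was not always enough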;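 further: z-score of nuclear minus cytoplasmic ring GR-EGFP intensity difference per well; some compounds called inactive have numbers as strong as hits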
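Also added – dexamethasone, 1.0 µM final · Buffer or medium – tet-free, stripped-serum medium · Schedule – induction 48 h, compound 1 h, agonist 30 min · Detection – formaldehyde fixation, Hoechst nuclear stain, 10x automated fluorescence imaging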
PMI inhibition = human PMI inhibitors, high substrate, primary screen, biochemical, fluorescence intensity, high mannose 6-phosphate (AID 1220); 0.66% of 190,000 active; recombinant PMI enzyme, coupled fluorescence intensity; higher % means a stronger effect; inhibition, % at 20 µM, or IC50 in µM where a hit was titrated
Yfh1-depleted yeast = mitochondrial function rescue without frataxin homolog – Friedreich's ataxia, plus single-dose screen, dose response (AID 1465). S. cerevisiae Yfh1-off respiration, WST-1 reduction, 72 h; higher fold induction means a stronger effect. 0.074% of 220,000 active. fold induction at 50 µM, or EC50 in µM where a hit was titrated;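 active means fold induction of absorbance versus untreated yeast above a set limit, then at least 30% activation at any dose in follow-up; inconclusive means repeats straddling the limit, or above it without dose testing; inactive means fold induction below the set limit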;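 further: activators that raise dye reduction in frataxin-depleted yeast; strong numbers were not always called active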
Autophagy mod = modulators of autophagy | MEF GFP-LC3 puncta imaging; test concentration mostly 10 µM | calls only at 10 µM (by protocol) | 0.98% of 190,000 active | AID 463193;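 active means percentage of spot-positive cells more than 3 SD above its plate mean, without a fluorescence outlier flag or 80% toxicity; inconclusive means no clear call, values can overlap the other calls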;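 further: spot-positive cell cutoff set from DMSO-treated cells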
bCat nuc transl = alters nuclear translocation of beta-catenin in HeLa cells | immunofluorescence imaging | AID 1665 | nuclear translocation activity, % at 5 µM | 0.3% of 190,000 active;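 active means nuclear translocation activity above 50% at 5 µM, with a well cell count of 50 or more; inconclusive means wells under 50 cells across six images, flagged as toxic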;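 further: per-cell ratio of nuclear to cytoplasmic median beta-catenin stain intensity; plate controls were DMSO negative control for no effect and GSK-3 inhibitor IX positive control for full effect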
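assay system = human HeLa cells, endogenous beta-catenin | times = compound treatment 24 h, 37°C, 5% CO2 | detection = Anti-beta-catenin immunofluorescence on PFA-fixed, Triton-permeabilized cells, DAPI nuclei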
WT yeast gro inh = growth inhibition of WT yeast, mitochondrial fusion screen; inhibition, % at 10 µM; mitochondrial fusion phenotypic screen, WT strain; 2.1% of 190,000 active; in the data active means inhibition above about 58%; tested in S. cerevisiae
PMI inhibitors = MPI enzyme activity inhibition – biochemical, fluorescence intensity, coupled assay, primary screen (AID 1209) | purified PMI enzyme, coupled fluorescence intensity; higher % means a stronger effect | one-dose inhibition, % at 20 µM; IC50 in µM for titrated hits | 0.42% of 190,000 active;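 further: plate controls were DMSO vehicle for no effect and wells lacking substrate for full effect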
WT yeast gro inh mutant strain = second read-out of WT yeast gro inh, no call of its own (marks repeat the call); inhibition, %; mitochondrial fusion phenotypic screen, mutant strain inhibition
Dynein cargo inh cytoplasmic EGFP = also measured in Dynein cargo inh; calls as there; z-score; measured here: cytoplasmic GR-EGFP intensity; stronger effect = higher value
Dynein cargo inh nuclear GR-EGFP = also measured in Dynein cargo inh; calls as there; z-score; measured here: nuclear GR-EGFP intensity;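 lower value marks the stronger effect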
Dynein cargo inh cell count = further read-out of Dynein cargo inh, marked with its call; z-score; measured here: cell count per field
Insulin prom up cell count = also measured in Insulin prom up; calls as there; cell count; measured here: cytotoxicity, nuclei count;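 total cells summed across four imaged fields per well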
bCat nuc transl cell count 5 µM = recorded beside bCat nuc transl, whose call it bears; cell count; measured here: cell count, cytotoxicity flag
MT stabilize HCS Hoechst-high % = also measured in MT stabilize HCS; calls as there; % Hoechst-high responders; measured here: nuclear condensation Hoechst responders;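 share of cells brighter than vehicle mean plus two SD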
MT stabilize HCS cytotoxicity % = further read-out of MT stabilize HCS, marked with its call; toxicity, %; measured here: cytotoxicity by cell density;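 0% = mean cell density of plate MIN control wells and 100% = no cells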
Autophagy mod cell loss 18 h = further read-out of Autophagy mod, marked with its call; toxicity, %; measured here: cell loss, nuclei count;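 cell loss after 18 h compound exposure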
* = called active by the depositor; & = joins results of further samples. Unless noted, no stated cut-off is given here; in the data, active means inhibition above about 50%; inactive means the rest. Rows were taken by chance. About 5% of those tested had a hit in this group.

How did COc1cc(NC(=O)CSc2nccc(=O)[nH]2)c(C)cc1[N+](=O)[O-] do in these assays?
Insulin prom up: 1.19; MT stabilize HCS: 8.3; Dynein cargo inh: 2.66; PMI inhibition: 12.0%; Yfh1-depleted yeast: inactive; Autophagy mod: inactive; bCat nuc transl: 0.1; WT yeast gro inh: 9.8; PMI inhibitors: 0.0%; WT yeast gro inh mutant strain: -1.6; Dynein cargo inh cytoplasmic EGFP: -0.24; Dynein cargo inh nuclear GR-EGFP: 1.87; Dynein cargo inh cell count: -2.23; Insulin prom up cell count: 1464; bCat nuc transl cell count 5 µM: 1508; MT stabilize HCS Hoechst-high %: 2.3; MT stabilize HCS cytotoxicity %: 2.3; Autophagy mod cell loss 18 h: 1.3

What do the screens show for `Cn1c(N)c(C(c2ccccc2)c2c(N)n(C)c(=O)n(C)c2=O)c(=O)n(C)c1=O`?
Insulin prom up: -0.47; MT stabilize HCS: 3.5; Dynein cargo inh: 1.11; PMI inhibition: -5.7%; Yfh1-depleted yeast: inactive; Autophagy mod: inactive; bCat nuc transl: -1.9; WT yeast gro inh: -6.4; PMI inhibitors: -1.9%; WT yeast gro inh mutant strain: -15.4; Dynein cargo inh cytoplasmic EGFP: -0.216; Dynein cargo inh nuclear GR-EGFP: 0.653; Dynein cargo inh cell count: 0.593; Insulin prom up cell count: 1280; bCat nuc transl cell count 5 µM: 538; MT stabilize HCS Hoechst-high %: 2.3; MT stabilize HCS cytotoxicity %: 7.2; Autophagy mod cell loss 18 h: -1.2

How did CC(C(=O)Nc1ccc(S(=O)(=O)N2CCOCC2)cc1)N1CCN(c2ccccn2)CC1 (stereo unspecified) do in these assays?
Insulin prom up: 0.39; MT stabilize HCS: 2.0; Dynein cargo inh: -0.929; PMI inhibition: -1.4%; Yfh1-depleted yeast: inactive; Autophagy mod: inactive; bCat nuc transl: -3.1; WT yeast gro inh: 13.4; PMI inhibitors: -5.4%; WT yeast gro inh mutant strain: -4.0; Dynein cargo inh cytoplasmic EGFP: -0.239; Dynein cargo inh nuclear GR-EGFP: -0.616; Dynein cargo inh cell count: 1.39; Insulin prom up cell count: 1558; bCat nuc transl cell count 5 µM: 1156; MT stabilize HCS Hoechst-high %: 2.5; MT stabilize HCS cytotoxicity %: 3.0; Autophagy mod cell loss 18 h: -7.6

Results for O=C(Nc1cccc2nsnc12)c1cccs1 ?
Insulin prom up: 0.16; MT stabilize HCS: 0.9&3.2; Dynein cargo inh: -0.39&0.063; PMI inhibition: 10.3%&21.4%; Yfh1-depleted yeast: inactive; Autophagy mod: inactive; bCat nuc transl: -4.2; WT yeast gro inh: 19.8&4.9; PMI inhibitors: 16.3%&5.0%; WT yeast gro inh mutant strain: 9.4&-8.4; Dynein cargo inh cytoplasmic EGFP: -0.129&-0.0973; Dynein cargo inh nuclear GR-EGFP: -0.0505&0.366; Dynein cargo inh cell count: -0.367&0.816; Insulin prom up cell count: 908; bCat nuc transl cell count 5 µM: 1234; MT stabilize HCS Hoechst-high %: 2.1&1.4; MT stabilize HCS cytotoxicity %: 12.7&3.4; Autophagy mod cell loss 18 h: 22.7&11.4

What do the screens show for `COc1cc2ccccc2cc1C(=O)Nc1ccc(N2CCN(C)CC2)cc1`?
Insulin prom up: 0.44; PMI inhibition: 16.6%; Yfh1-depleted yeast: inactive; bCat nuc transl: -1.3; PMI inhibitors: 23.5%; Insulin prom up cell count: 1133; bCat nuc transl cell count 5 µM: 1141

What do the screens show for `O=C(NN=C1c2ccccc2-c2ccccc21)c1cccc(Br)c1`?
Insulin prom up: 0; MT stabilize HCS: 5.3; Dynein cargo inh: 0.372; PMI inhibition: 8.0%; Yfh1-depleted yeast: inactive; Autophagy mod: inactive; bCat nuc transl: -2.6; WT yeast gro inh: 11.7; PMI inhibitors: 4.3%; WT yeast gro inh mutant strain: -7.4; Dynein cargo inh cytoplasmic EGFP: -0.136; Dynein cargo inh nuclear GR-EGFP: 0.367; Dynein cargo inh cell count: -0.449; Insulin prom up cell count: 1254; bCat nuc transl cell count 5 µM: 1126; MT stabilize HCS Hoechst-high %: 6.1; MT stabilize HCS cytotoxicity %: 6.7; Autophagy mod cell loss 18 h: 21.1

What do the screens show for `CCn1c(=O)c2cc(C(=O)Nc3ccccc3OC)sc2c2ccccc21`?
Insulin prom up: 0.02; Dynein cargo inh: -0.871; Yfh1-depleted yeast: inactive; bCat nuc transl: 1.4; Dynein cargo inh cytoplasmic EGFP: 1.05; Dynein cargo inh nuclear GR-EGFP: 0.146; Dynein cargo inh cell count: 0.73; Insulin prom up cell count: 990; bCat nuc transl cell count 5 µM: 1272

Results for COc1cccc(C(=O)NC2(C(F)(F)F)N=C3SCCN3C2=O)c1 (stereo unspecified) ?
Insulin prom up: -0.69; MT stabilize HCS: 3.1; Dynein cargo inh: 1.31; PMI inhibition: -2.9%; Yfh1-depleted yeast: inactive; Autophagy mod: inactive; bCat nuc transl: -2.8; WT yeast gro inh: -6.3; PMI inhibitors: -1.6%; WT yeast gro inh mutant strain: 18.6; Dynein cargo inh cytoplasmic EGFP: -0.245; Dynein cargo inh nuclear GR-EGFP: 0.692; Dynein cargo inh cell count: -0.978; Insulin prom up cell count: 826; bCat nuc transl cell count 5 µM: 1119; MT stabilize HCS Hoechst-high %: 3.1; MT stabilize HCS cytotoxicity %: 9.0; Autophagy mod cell loss 18 h: 1.2

What do the screens show for `CCN1/C(=C/c2ccc3cc(C)ccc3[n+]2C)Sc2ccc3sccc3c21`?
Insulin prom up: inconclusive; MT stabilize HCS: 77.4*; Dynein cargo inh: 7.83; Yfh1-depleted yeast: inactive; Autophagy mod: active; WT yeast gro inh: 95.2*; WT yeast gro inh mutant strain: 80.1*; Dynein cargo inh cytoplasmic EGFP: 47.1; Dynein cargo inh nuclear GR-EGFP: 14.9; Dynein cargo inh cell count: -2.6; MT stabilize HCS Hoechst-high %: 28.3*; MT stabilize HCS cytotoxicity %: 75.5*; Autophagy mod cell loss 18 h: 44.7*

Results for CC(C)N(C(=O)CSc1nc2c([nH]1)c(=O)n(C)c(=O)n2C)c1ccccc1 ?
Insulin prom up: 0.18; MT stabilize HCS: 4.5; Dynein cargo inh: -0.271; PMI inhibition: 6.8%; Yfh1-depleted yeast: inactive; Autophagy mod: inactive; bCat nuc transl: -0.7; WT yeast gro inh: 2.6; PMI inhibitors: 8.4%; WT yeast gro inh mutant strain: 2.4; Dynein cargo inh cytoplasmic EGFP: -0.24; Dynein cargo inh nuclear GR-EGFP: -0.0531; Dynein cargo inh cell count: 0.26; Insulin prom up cell count: 1589; bCat nuc transl cell count 5 µM: 1010; MT stabilize HCS Hoechst-high %: 3.9; MT stabilize HCS cytotoxicity %: 0.8; Autophagy mod cell loss 18 h: 3.3

How did CCOC(=O)c1cnc(C(C)(C)C)[nH]c1=O do in these assays?
Insulin prom up: 0.6; MT stabilize HCS: 2.6; Dynein cargo inh: -0.743; PMI inhibition: 17.0%; Yfh1-depleted yeast: inactive; Autophagy mod: inactive; bCat nuc transl: -1.3; WT yeast gro inh: -33.5; PMI inhibitors: -11.1%; WT yeast gro inh mutant strain: -9.2; Dynein cargo inh cytoplasmic EGFP: -0.276; Dynein cargo inh nuclear GR-EGFP: -0.463; Dynein cargo inh cell count: 0.512; Insulin prom up cell count: 1285; bCat nuc transl cell count 5 µM: 1169; MT stabilize HCS Hoechst-high %: 1.9; MT stabilize HCS cytotoxicity %: 0.5; Autophagy mod cell loss 18 h: 1.5

How did Cc1cc(/C=C2\NC(=S)N(C)C2=O)ccc1N1CCCC1 do in these assays?
MT stabilize HCS: 4.4; Dynein cargo inh: -0.672; PMI inhibition: 10.9%; Yfh1-depleted yeast: inactive; Autophagy mod: active; bCat nuc transl: -0.1; WT yeast gro inh: 31.6; PMI inhibitors: 8.6%; WT yeast gro inh mutant strain: 34.3; Dynein cargo inh cytoplasmic EGFP: 3.94; Dynein cargo inh nuclear GR-EGFP: 0.435; Dynein cargo inh cell count: -0.559; bCat nuc transl cell count 5 µM: 1013; MT stabilize HCS Hoechst-high %: 1.5; MT stabilize HCS cytotoxicity %: 0.1; Autophagy mod cell loss 18 h: 24.3*

How did COc1ccc(C/C(N)=N/OC(=O)C(c2ccccc2)c2ccccc2)cc1OC do in these assays?
Insulin prom up: 1.36; MT stabilize HCS: 0.9; Dynein cargo inh: -0.687; PMI inhibition: 14.6%; Yfh1-depleted yeast: inactive; Autophagy mod: inactive; bCat nuc transl: 2.2; WT yeast gro inh: -23.6; PMI inhibitors: 14.3%; WT yeast gro inh mutant strain: -23.2; Dynein cargo inh cytoplasmic EGFP: -0.197; Dynein cargo inh nuclear GR-EGFP: -0.388; Dynein cargo inh cell count: 0.355; Insulin prom up cell count: 1167; bCat nuc transl cell count 5 µM: 1543; MT stabilize HCS Hoechst-high %: 1.2; MT stabilize HCS cytotoxicity %: 6.6; Autophagy mod cell loss 18 h: -0.8

What do the screens show for `Cn1cccc1/C=N/N1CCN(c2ccccn2)CC1`?
Insulin prom up: 1; MT stabilize HCS: 2.1; Dynein cargo inh: -0.459; PMI inhibition: 17.4%; Yfh1-depleted yeast: inactive; Autophagy mod: inactive; bCat nuc transl: 1.6; WT yeast gro inh: -0.2; PMI inhibitors: -1.9%; WT yeast gro inh mutant strain: 11.7; Dynein cargo inh cytoplasmic EGFP: -0.232; Dynein cargo inh nuclear GR-EGFP: -0.0592; Dynein cargo inh cell count: -0.145; Insulin prom up cell count: 1422; bCat nuc transl cell count 5 µM: 922; MT stabilize HCS Hoechst-high %: 2.6; MT stabilize HCS cytotoxicity %: 10.6; Autophagy mod cell loss 18 h: 0.4
